High-throughput results deposited in PubChem by several laboratories.
BAP1 block: inhibitors of BAP1 deubiquitinase, primary screen, biochemical, Ub-AMC fluorescence, kinetic. Ubiquitin carboxyl-terminal hydrolase BAP1 (Homo sapiens), Q92560. recombinant BAP1, Ub-AMC hydrolysis fluorescence kinetic; stronger effect = lower value. activity remaining (% of control), % at 20 µM. 72,000 tested, 0.48% active. AID 436, 2006;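 active = activity remaining at or below 50% of control, provided the compound also passes the data quality filters; inactive = the rest, including low values that fail the filters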;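 also: 100% = DMSO wells rate and 0% = substrate alone blank rate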
Target sequence (Q92560 whole entry, looked up): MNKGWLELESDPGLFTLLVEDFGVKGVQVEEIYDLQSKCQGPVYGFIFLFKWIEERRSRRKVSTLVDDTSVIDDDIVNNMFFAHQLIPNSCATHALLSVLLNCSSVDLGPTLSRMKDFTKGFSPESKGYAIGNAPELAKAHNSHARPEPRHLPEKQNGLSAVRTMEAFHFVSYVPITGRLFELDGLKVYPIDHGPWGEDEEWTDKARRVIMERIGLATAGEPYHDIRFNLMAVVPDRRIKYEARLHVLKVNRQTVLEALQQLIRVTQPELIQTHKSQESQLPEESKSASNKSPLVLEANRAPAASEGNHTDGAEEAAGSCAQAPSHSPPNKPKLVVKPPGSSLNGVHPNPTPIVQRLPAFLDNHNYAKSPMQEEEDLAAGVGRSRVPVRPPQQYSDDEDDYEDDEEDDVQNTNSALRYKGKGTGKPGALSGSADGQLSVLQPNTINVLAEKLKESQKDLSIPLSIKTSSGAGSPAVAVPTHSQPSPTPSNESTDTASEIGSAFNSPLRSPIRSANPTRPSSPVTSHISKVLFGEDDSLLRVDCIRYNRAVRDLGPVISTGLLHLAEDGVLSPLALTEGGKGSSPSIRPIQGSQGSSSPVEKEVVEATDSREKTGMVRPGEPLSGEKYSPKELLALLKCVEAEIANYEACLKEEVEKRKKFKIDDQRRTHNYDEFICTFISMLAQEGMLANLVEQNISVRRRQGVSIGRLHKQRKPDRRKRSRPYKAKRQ
HePTP inhibitor: inhibitors of human HePTP phosphatase, primary screen, biochemical, absorbance, leukemia target; recombinant HePTP phosphatase activity, OD absorbance; 110,000 tested, 0.64% active; AID 521, 2006; inhibition, % at 20 µM; Tyrosine-protein phosphatase non-receptor type 7 (Homo sapiens), P35236; in the data active = inhibition above about 50%;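 also: plate controls were vehicle for no effect and reference inhibitor for full effect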
Target sequence (P35236 whole entry, looked up): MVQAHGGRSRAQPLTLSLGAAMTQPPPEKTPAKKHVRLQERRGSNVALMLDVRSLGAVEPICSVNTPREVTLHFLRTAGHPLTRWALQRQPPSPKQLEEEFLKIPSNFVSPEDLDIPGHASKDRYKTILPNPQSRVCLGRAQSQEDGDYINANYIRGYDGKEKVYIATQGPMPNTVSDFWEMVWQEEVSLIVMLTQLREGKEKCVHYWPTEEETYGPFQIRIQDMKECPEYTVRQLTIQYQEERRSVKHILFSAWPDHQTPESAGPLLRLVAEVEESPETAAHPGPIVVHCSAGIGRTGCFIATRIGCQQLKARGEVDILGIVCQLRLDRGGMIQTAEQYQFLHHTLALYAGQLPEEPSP
Active calls of the source: *; nt = not tested or not shown; & = joins results of further samples.

compound	BAP1 block	HePTP inhibitor
Cc1ccc2c(CN3CCN(Cc4ccc5c(c4)OCO5)CC3)cc(=O)oc2c1C	89	5
CN1C(=O)/C(=C\C=C\c2ccc(Br)cc2)SC1=S	nt	-3
COc1ccc(-c2nn3c(-c4ccncc4)nnc3s2)cc1OC	228	9
CCOC(=O)CSc1nnc(CNC(=O)c2cccs2)n1-c1ccccc1	100	4
Cc1cc(C)c2oc(=O)cc(CN3CCN(Cc4ccc5c(c4)OCO5)CC3)c2c1	98	5
CCCCOc1ccc(C2CC(=O)N(C)C2=O)cc1 (stereo not drawn)	100	7
Cc1cccc(N2CCN(C(=O)c3cccnc3)CC2)c1C	nt	-8
CCOc1ccccc1Nc1nc2ccccc2n2cnnc12	113	5
Cn1c(=O)[nH]c(=O)c2c1nc(Sc1nc3ccccc3s1)n2Cc1ccccc1	81	-1
O=C(CSc1ccc(Cl)cc1Cl)Nc1cc(Cl)ccc1Cl	nt	-5
COc1ccc(NC(=O)N2CCN(c3cccc(C(F)(F)F)c3)CC2)cc1	76	4
CCOc1ccccc1N1CSC2=C(C#N)C(c3c(OC)ccc4ccccc34)CC(=O)N2C1 (stereo not drawn)	71	9
CCCNS(=O)(=O)c1ccc(OCC(=O)N2CCC(C(=O)OCC)CC2)cc1	132	8
COCCn1c(SCc2ccccc2Cl)nc2c1c(=O)[nH]c(=O)n2C	103	1
Cc1cc2c(Nc3c([N+](=O)[O-])ccc4c3=NC3(CCCCC3)N=4)cccc2nn1	nt	-3
O=C1C2CCCN2C(c2ccccc2)N1c1ccc(Cl)cc1 (stereo not drawn)	84	6
COc1ccc(Cl)cc1S(=O)(=O)N1CCN(C)CC1	105	12&-12
N#CCCSCc1ccc(C(=O)O)o1	72	0
Cc1csc(SCC(=O)N2CCCC2)n1	148	8
COc1ccc(-c2noc(CCC(=O)Nc3cc(Cl)c(OC)cc3OC)n2)cc1	79	5
O=C(Nc1ccc(Cl)c(Cl)c1)c1cnn2c1NC(c1ccccc1)CC2C(F)(F)F (stereo not drawn)	nt	5
CCOC(=O)C1=C(C)NC(=O)NC1/C(C)=C/c1ccccc1 (stereo not drawn)	86	8
COc1cc(OC)nc(NC(=O)COC(=O)C2CCCCC2)n1	77	1
O=C1Nc2cccnc2Sc2ccccc21	87	2
FC(F)(F)c1ccc2nnc(-c3cc(Br)ccc3OCc3ccccc3)n2c1	nt	55*

HePTP inhibitor, hit marks shown above
compound	BAP1 block	HePTP inhibitor
FC(F)(F)c1ccc2nnc(-c3cc(Br)ccc3OCc3ccccc3)n2c1	nt	55*

New compounds follow
compound	BAP1 block	HePTP inhibitor
CSc1ccccc1C(=O)O/N=C1\CCCc2c1ccc(O)c2C	nt	-1
Cc1cccc(C(=O)O)c1NC(=O)C(C)Oc1ccccc1 (stereo not drawn)	nt	6
COc1ccc(S(=O)(=O)N2CCCN(CC(=O)Nc3cc(NC(C)=O)ccc3OC)CC2)cc1	95	3
Cc1nc2nc[nH]n2c(=O)c1NC(=O)c1c(-c2ccccc2Cl)noc1C	101	9
O=C(O)CCC(=O)Nc1ccc(-c2nc3cc4ccccc4cc3[nH]2)cc1	nt	12
CC1=C(C(=O)OC(C)C)C(c2cccs2)C2=C(CCCC2=O)N1 (stereo not drawn)	68	0
NC(=O)CC(O)c1cccc(Cl)c1 (stereo not drawn)	112	9
O=C(NCc1ccccn1)c1cc2ccccn2n1	100	2
COc1cc(/C=N/NC(=O)CC2(C)OCCO2)cc(Br)c1OCc1cccc2ccccc12	nt	-8
CC(C)c1nc(N2CCCC2)c(C#N)c2c1CCCC2	nt	3
CCCCOC(=O)C1=C(C)Nc2ncnn2C1c1cccc(OC)c1OC (stereo not drawn)	103	3
COC(=O)c1cc(NC(=O)C(C)Oc2ccccc2)cc(C(=O)OC)c1 (stereo not drawn)	nt	-13
O=C(Nc1nnc(-c2cccs2)s1)c1cccc2ccccc12	nt	6
O=C(Nc1ccc(NC(=O)c2ccco2)nc1)c1ccccn1	nt	-5
COc1ccc(Nc2nc(N)nc(CSc3n[nH]c(-c4ccccc4)n3)n2)cc1	90	-4
CCN(CC)S(=O)(=O)N1CCC(C(=O)NC2CCCc3ccccc32)CC1 (stereo not drawn)	105	-10
CC(=O)n1nc(-c2cccnc2)nc1N	108	2
COc1ccc(-n2c(=O)cc(N3CCN(c4ccccc4F)CC3)[nH]c2=O)cc1	nt	-17
COc1ccccc1N(CC(=O)Nc1ccc(C)c(C)c1)S(=O)(=O)c1ccccc1	nt	-3
COC(=O)CSc1nc2c(c(=O)n(C)c(=O)n2C)n1CCCc1ccccc1	107	2
CCn1c(SCC(=O)N2CCN(c3ccc(F)cc3)CC2)nnc1-c1ccncc1	105	-5
O=C1CC(c2ccc(F)cc2)c2cc(Br)c3ccccc3c2N1 (stereo not drawn)	nt	-9
O=C(COc1cc(Cl)ccc1Cl)Nc1nnc(CC(=O)N2CCOCC2)s1	127	11
O=C(NCCCN1CCOCC1)c1cc2n(n1)C(C(F)(F)F)CC(c1ccc(Cl)c(Cl)c1)N2 (stereo not drawn)	nt	7
O=C(Nc1ccc2c(c1)OCCO2)c1c(F)cccc1F	nt	-3

Structures above that have a thiophene ring, fused or not:
compound	BAP1 block	HePTP inhibitor
CCOC(=O)CSc1nnc(CNC(=O)c2cccs2)n1-c1ccccc1	100	4
CC1=C(C(=O)OC(C)C)C(c2cccs2)C2=C(CCCC2=O)N1 (stereo not drawn)	68	0
O=C(Nc1nnc(-c2cccs2)s1)c1cccc2ccccc12	nt	6

Going on with the list:
Value order: BAP1 block	HePTP inhibitor
O=C(Nc1ccc(Cc2ccncc2)cc1)c1cc(Br)ccc1I
→ nt	7
O=C(CN1C(=O)c2ccccc2S1(=O)=O)N1CCN(c2ccccc2F)CC1
→ nt	-2
COC(=O)C1CCN(C(=O)NC2CCCCC2)CC1
→ 58	4
COc1ccc(S(=O)(=O)Nc2cc(OC)c(NC(=O)c3ccco3)cc2OC)cc1
→ 98	8
COc1ccc(OC)c(S(=O)(=O)n2ccnc2C)c1
→ 109	nt
CCOc1ccc(NC(=O)CN(c2ccc(C)cc2)S(=O)(=O)c2ccc(OC)c(OC)c2)cc1
→ nt	10
CCCn1nnnc1SCC(=O)NCc1cccs1
→ 108	0
CCOc1ccc(-c2ncncc2-c2ccc(OC)cc2)c(O)c1
→ 107	4
CCOc1ccccc1NC(=O)c1c(NC(=O)Cc2ccccc2)sc2c1CCC2
→ nt	4
O=C(Nc1ccc(Cl)c(Cl)c1)Nc1nnc(-c2ccc(F)cc2)s1
→ nt	1
O=C1C(Cl)=C(NCCc2ccccc2)C(=O)N1c1cccc(Cl)c1Cl
→ nt	-9
COc1ccc(C(C)NC(=O)CN(c2ccccc2C)S(=O)(=O)c2ccc(C)cc2)cc1 (stereo not drawn)
→ nt	2
CC(=O)N(c1ccc2oc(=O)sc2c1)S(=O)(=O)c1ccccc1
→ 97	11
Cn1c(=O)n(CCc2ccccc2)c(=O)c2c1nc1n2CCN1Cc1ccco1
→ 103	5
CCOC(=O)c1ccc(N2NC(=O)/C(=C/c3ccc(OCc4ccccc4)c(OC)c3)C2=O)cc1
→ nt	-12
CC(=NCCN1CCOCC1)c1c(C(F)(F)F)[nH]n(-c2nc3ccccc3s2)c1=O
→ nt	-25
COc1ccccc1C1C(C(=O)c2cc3ccccc3o2)=C(O)C(=O)N1CCN(C)C (stereo not drawn)
→ 80	0
O=C(c1ccco1)[C@@H]1[C@@H]2C(=O)N(c3ccc(Br)cc3)C(=O)[C@@H]2C2c3ccccc3C=CN21 (stereo partly drawn)
→ 28*	2
COC(=O)c1c(C)oc2cc(Br)c(OC(C)C(=O)OC)cc12 (stereo not drawn)
→ 106	-14
O=C(Nc1ccc(Cc2ccncc2)cc1)c1cccc(Cl)c1
→ nt	-15
Cn1nnnc1SCC(=O)Nc1nc(-c2ccccc2)c(-c2ccccc2)o1
→ 398	11
CCOCC(=O)Nc1nc2ccc(C)cc2s1
→ nt	-6
COc1ccc(CCNC(=O)C2CC(=O)N(c3ccc(F)cc3)C2)cc1 (stereo not drawn)
→ nt	8
C=CCn1c(NC(=O)c2ccccc2Cl)c(C#N)c2nc3ccccc3nc21
→ 70	9
Clc1ccc(N2CCN(N=Cc3cccc4ccccc34)CC2)cc1
→ nt	7
CCOC(=O)c1c(C)n(-c2ccccc2)c2ccc(O)c(CN(C)C)c12
→ nt	0
COCC(C)NC(=O)c1noc2c1CCc1cc(OC)ccc1-2 (stereo not drawn)
→ 95	0
COC(=O)c1cc(OC)c(OC)c(OC)c1N
→ 79	4
COc1ccc(C(CNC(=O)c2ccc(-n3cnnn3)cc2)N2CCOCC2)cc1 (stereo not drawn)
→ 112	6
O=[N+]([O-])c1ccccc1-c1nc(-c2cccnc2)no1
→ nt	-15
Cc1cc(C)c2c(N)c(C(=O)N3CCCCCC3)sc2n1
→ 97	-2
Cc1ccccc1OCC(=O)Nc1ccc(-c2nc3ccccc3[nH]2)cc1
→ nt	-6
Cn1c(Cn2c(C(F)(F)F)nc3ccccc32)nc2ccccc21
→ nt	4
CCOC(=O)C1=C(O)/C(=C/c2ccc(O)cc2)N=C1C
→ nt	1
Cn1c(SCC(=O)N(C2CCCCC2)C2CCCCC2)nnc1-c1cccs1
→ 150	2
O=C(CSCc1ccccc1)Nc1ccc2c(c1)OCO2
→ 64	8
COCCCn1nnnc1SCC(=O)Nc1nc(C)c(C)s1
→ 81	5
O=C(CSc1nnc(C2COc3ccccc3O2)o1)N1CCOCC1 (stereo not drawn)
→ 96	4
O=C(O)CCN1C(=O)c2ccc(S(=O)(=O)c3ccc(C(=O)O)cc3)cc2C1=O
→ 84	2
Cc1ccc(C)c(N2C(=O)c3ccc(Oc4cccc(N)c4)cc3C2=O)c1
→ 67	nt
Cc1cc(C)c(NC2=CC(=O)CC(C)(C)C2)c(C#N)c1
→ 95	8
COc1ccc(OC(C)C(=O)Nc2ccc(F)cc2)cc1 (stereo not drawn)
→ nt	2
CCOC(=O)COc1nc(N(C)C)nc(N(C)C)n1
→ 119	3
O=C(CSc1nnc(-c2cccc(F)c2)n1-c1ccccc1)Nc1ccc(Br)cc1
→ nt	-6
COC(=O)c1ccc(C2CC(=O)Nc3cc(OC)c(OC)cc32)cc1 (stereo not drawn)
→ 73	1
CC(C)(C)C(=O)CC(C)(O)c1ccc(Cl)cc1 (stereo not drawn)
→ nt	-2
Cc1c(Cl)cccc1NCCC(=O)c1ccc([N+](=O)[O-])cc1
→ nt	3
CCCOc1ccc(-c2cn3ccccc3n2)cc1
→ nt	-3
COC(=O)c1cc(C(=O)Nc2nc3ccccc3s2)cc([N+](=O)[O-])c1
→ nt	2
Cc1c(N(C(=O)Nc2ccccc2)C2=NCC(C)S2)c(=O)n(-c2ccccc2)n1C (stereo not drawn)
→ 102	3
CCOC(=O)c1cc(CN2CCOCC2)oc1-c1ccccc1
→ 105	6
Cn1c(=O)n(CC(=O)Nc2cccnc2)c2ccccc21
→ 66	nt
COc1ccccc1CN(Cc1cc2cc(C)ccc2[nH]c1=O)Cc1nnnn1Cc1ccco1
→ nt	-4
CC1CCCCN1C(=O)CSc1nnc(-c2ccc(Cl)s2)o1 (stereo not drawn)
→ 105	6
O=C(c1ccco1)N1CCN(C2CCCC2)CC1
→ 89	7
Cc1ccc(NC(=O)CSCC(N)=O)cc1C
→ 115	8
O=C(O)C1C2CCC(C2)C1C(=O)NCc1cccs1 (stereo not drawn)
→ nt	3
COCCCNC(=O)Cc1ccc(OC)c(OC)c1
→ nt	6
COc1ccc(N(C(C)C(=O)N/N=C/c2ccc(N(C)C)c(Br)c2)S(C)(=O)=O)cc1 (stereo not drawn)
→ nt	8
CCCc1cc(=O)oc2cc(C)cc(O)c12
→ nt	5

Next section
Value order: BAP1 block	HePTP inhibitor
CCCCN1C(=O)c2ccccc2S1(=O)=O
→ nt	6
COc1cccc(CNC2CCCC2)c1
→ 95	2
O=C(Nc1cccc(Cl)c1)N1CCN(Cc2ccc3c(c2)OCO3)CC1
→ nt	-1
CC(NC(=O)CN1C(=O)c2ccccc2C1=O)c1ccccc1 (stereo not drawn)
→ nt	-8
Cn1cc(Cl)c(C(=O)N(Cc2ccccc2)c2ccccn2)n1
→ 93	-2
CC(C)[C@H](NC(=O)NCc1ccco1)C(=O)O
→ 102	-2
CCN(CC)S(=O)(=O)c1cc(C(=O)OCc2ccccc2)ccc1Br
→ nt	9
O=C(O)c1nc(N2C(=O)c3ccccc3C2=O)n[nH]1
→ nt	-12
O=C(CN1CCOCC1)Nc1ccc(S(=O)(=O)N2CCCCCC2)cc1
→ 119	7
O=C(Nc1ccccc1Cl)c1ccc(Br)o1
→ nt	0
CC(=O)NC(c1ccc(C)cc1)c1c(OC(=O)COc2ccccc2)ccc2ccccc12 (stereo not drawn)
→ nt	7
O=C(NC1CCCCC1)N1CCC(c2nc3ccccc3[nH]2)CC1
→ 99	-11
CCn1c(SCC(=O)Nc2cccc(NC(=O)c3cccs3)c2)nnc1-c1ccncc1
→ 106	14
Cc1cccc(NC(=O)CSc2nc3ccc(C)cc3[nH]2)c1
→ nt	9
O=C(Nc1nc2c(Cl)ccc(Cl)c2s1)c1ccco1
→ 76	4
O=C(c1cccnc1)N(Cc1ccccc1)c1cccc([N+](=O)[O-])c1
→ nt	-15
Cc1cccc(C)c1N1C(=O)c2ccccc2C1=O
→ 95	6

Full records from above:
CC(=O)NC(c1ccc(C)cc1)c1c(OC(=O)COc2ccccc2)ccc2ccccc12 (stereo not drawn) is entered as BAP1 block = nt; HePTP inhibitor = 7
CC(C)(C)C(=O)CC(C)(O)c1ccc(Cl)cc1 (stereo not drawn) is entered as BAP1 block = nt; HePTP inhibitor = -2
